D3 antag – D3 dopamine receptor (human) antagonism | P35462 | D3R cells, DiscoveRx beta-arrestin luminescence, antagonist mode; active compounds read low | max response, negative = inhibition, % | 360,000 tested, 2.5% active; in the data active = max response below about -50%; inconclusive = no clear call, values can overlap the other calls; note: % is set by controls: 0 for no effect and ±100 for the full control effect; mostly tested at two doses, the higher about 12 µM
Target sequence (P35462 whole entry, looked up): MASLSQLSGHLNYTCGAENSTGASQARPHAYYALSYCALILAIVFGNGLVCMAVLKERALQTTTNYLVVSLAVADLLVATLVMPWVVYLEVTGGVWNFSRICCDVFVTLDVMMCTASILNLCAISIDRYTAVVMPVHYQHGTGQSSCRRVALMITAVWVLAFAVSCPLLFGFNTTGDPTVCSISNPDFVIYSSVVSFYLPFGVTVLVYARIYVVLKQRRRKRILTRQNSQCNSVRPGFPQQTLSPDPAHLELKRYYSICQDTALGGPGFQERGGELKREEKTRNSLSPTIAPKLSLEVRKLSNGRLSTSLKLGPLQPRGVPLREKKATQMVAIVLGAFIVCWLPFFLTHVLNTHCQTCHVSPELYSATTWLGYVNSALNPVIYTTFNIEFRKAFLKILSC
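Cells expressing the human receptor were seeded at 1500 cells/well, incubated overnight at 37 degrees C in 5% CO2, then exposed to library compounds with dopamine controls for 90 minutes at 37 degrees C before luminescent detection.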
KB-3-1 tox – KB-3-1 parental cell cytotoxicity. Potency, µM (series often up to 46.1 µM), without a hit: at the top dose activity change, negative = cytotoxic, usual class: cytotoxic. 400,000 tested, 1.4% active. KB-3-1 viability, CellTiter-Glo ATP luminescence, 72 h; note: potency is the fitted concentration of half-maximal effect; % is set by controls: 0 for no effect and ±100 for the full control effect; nearly all actives have a fitted effect of over 60% in size
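Multi-concentration cytotoxicity screen in KB-3-1 cells grown in DMEM lacking phenol red with 10% FBS. After 72 h at 37 °C with compound, ATP-dependent luminescence was recorded.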
GLP1R ag – GLP-1 receptor (human) agonism; HEK293 GLP-1R CRE-luciferase, luminescence, 4-6 h; cells express a hypersensitive GLP-1R form; AID 624172; P43220; 380,000 tested, 0.007% active; Potency, µM (titrated, usually from 45.6 µM), without a hit: at the top dose activation, most hits filed as activators; note: potency is the fitted concentration of half-maximal effect; % of control where 0% means no effect
Target sequence (P43220 whole entry, looked up): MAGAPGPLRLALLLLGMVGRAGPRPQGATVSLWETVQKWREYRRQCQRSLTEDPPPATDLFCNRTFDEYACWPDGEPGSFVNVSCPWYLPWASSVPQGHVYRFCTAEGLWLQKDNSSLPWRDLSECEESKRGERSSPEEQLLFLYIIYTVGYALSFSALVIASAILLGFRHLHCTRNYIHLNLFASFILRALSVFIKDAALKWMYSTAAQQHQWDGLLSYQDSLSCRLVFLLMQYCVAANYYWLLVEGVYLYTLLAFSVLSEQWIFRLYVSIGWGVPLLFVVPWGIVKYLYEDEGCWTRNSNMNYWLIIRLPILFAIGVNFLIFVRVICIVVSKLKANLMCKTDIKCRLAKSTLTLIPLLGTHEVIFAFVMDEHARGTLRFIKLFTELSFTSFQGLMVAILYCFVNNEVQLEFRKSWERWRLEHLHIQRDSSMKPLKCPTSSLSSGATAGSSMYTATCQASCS
IL-1B inflam inh – inhibitors of inflammasome signaling (IL-1 beta secretion); THP-1 LPS/ATP IL-1B secretion, AlphaLISA, 16 h; active compounds read low; activity change, % at 57.5 µM; 360,000 tested, 4.7% active; in the data active = activity change below about -50%; inconclusive = mostly about -30% to -49%; note: % is set by controls: 0 for no effect and ±100 for the full control effect
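THP-1 cells pretreated 1 hr with compounds (up to 57.5 uM final), then stimulated with LPS (250 ng/mL final) plus ATP (1.25 mM final); secreted IL-1B measured by AlphaLISA after 16 hr, decreased signal indicating inhibition.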
HT1080NT lethal – kills 2HG-producing HT-1080-NT fibrosarcoma cells; HT-1080-NT fibrosarcoma viability, CellTiter-Glo ATP luminescence, 48 h; Potency, µM (highest dose often 46.1 µM), without a hit: at the highest dose activity, negative = less viability, usual class: cytotoxic; 360,000 tested, 1.6% active; AID 686970;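 note: NT is the 2HG producing partner of a matched IDH1 knockdown line; potency is the fitted concentration of half-maximal effect; 0% = DMSO-treated cells and -100% = media-only wells without cells; nearly all actives have a fitted effect of over 55% in size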
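HT-1080-NT fibrosarcoma cells (2HG-overproducing), 750 cells/well in RPMI with 5% FBS, dosed after 2 h and incubated 48 h at 37C. CellTiter-Glo luminescence normalized to DMSO and no-cell wells; concentration-response curves fitted and classed.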
KB-V1 cytotox – kills drug-selected multidrug resistant KB-V1 cells; KB-V1 MDR cells viability, CellTiter-Glo, 72 h; Potency, µM (series often up to 46.1 µM), inactives show top-dose activity change, negative = cytotoxicity, most hits filed as cytotoxic; 400,000 tested, 3.4% active; AID 1347076; note: potency is the fitted concentration of half-maximal effect; % is set by controls: 0 for no effect and ±100 for the full control effect; nearly all actives have a fitted effect of over 60% in size
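Cytotoxicity toward P-gp-expressing KB-V1 cells was determined as loss of CellTiter-Glo luminescence after 72 h at 37 degrees C. Compounds were tested in quantitative HTS format across a concentration range, with curves fitted to normalized data.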
HT1080 IDH1KD tx – kills HT-1080 cells with IDH1 knockdown; HT-1080 IDH1 knockdown viability, ATP luminescence, 48 h; Potency, µM (highest dose often 46.1 µM), without a hit: top-dose activity, negative = toxicity, hits mostly cytotoxic; 360,000 tested, 2% active;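 note: potency is the fitted concentration of half-maximal effect; 0% = DMSO wells and -100% = cell-free medium wells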
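After a 2 h attachment period, IDH1KD HT-1080 cells took pin-transferred compound for 48 h at 37 °C; ATP-based luminescence after 10 min room-temperature reagent incubation reported viability.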
SW480 rerep – DNA re-replication induction in SW480 cells | SW480 DNA re-replication, Hoechst DNA content imaging, 48 h | Potency, µM (doses to about 46.1 µM), inactives show at the highest dose re-replication activation, usual class: activators | 340,000 tested, 1.8% active | AID 624297; note: potency is the fitted concentration of half-maximal effect; % of control where 0% means no effect; nearly all actives have a fitted effect of over 55% in size
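SW480 cells exposed to compounds for 48 hr at 37 C, 5% CO2, then Hoechst-stained 40 min. Nuclear DNA content imaged by fluorescence scanning (405 nm excitation, 500-530 nm emission); re-replication scored as increased high-intensity nuclei.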
D3 ag – agonists of human D3 dopamine receptor; P35462; D3R DiscoveRx beta-arrestin cells, luminescence, 90 min; max activation, %; 410,000 tested, 0.58% active; in the data active = max activation above about 30%; note: 0% is about no effect; mostly tested at two doses, the higher about 12 µM
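Agonist-mode cell screen: cells plated at 1500/well and incubated overnight at 37 °C, then exposed to library compounds for 90 min at 37 °C. Detection reagent was added for 30–60 min at room temperature, and luminescence was read.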
* = called active by the depositor; ? = inconclusive; . = not tested or not shown; & = joins results of further samples; [ ] = remark or other dose. Unless noted, calls come from the whole dose curve; as a rule, active = well fitted curve in the direction sought with a large enough effect; inconclusive = small, poorly fitted or top-dose-only effect, or another doubt; inactive = no such curve, though single readings can be large; an effect the other way counts as inactive or inconclusive.

SMILES | D3 antag | KB-3-1 tox | GLP1R ag | IL-1B inflam inh | HT1080NT lethal | KB-V1 cytotox | HT1080 IDH1KD tx | SW480 rerep | D3 ag
COc1ccc(OC)c(N(CC(=O)NCC2CCCO2)S(=O)(=O)c2ccccc2)c1 (stereo not drawn) | 4.9 | 2.3% | 3.1% | 10.0 | 13.0% | -3.3% | 4.1% | -17.2% | -2.0
CC(=O)Nc1ccc(S(=O)(=O)NC2(C(F)(F)F)C(=O)Nc3c2c(=O)n(C)c(=O)n3C)cc1 (stereo not drawn) | 1.8 | 5.8% | -12.6% | 0.0 | 14.8%[9.24 µM] | 15.9% | -14.7% | -4.3% | 3.2
CS(=O)(=O)Nc1cccc(C2=NN(S(C)(=O)=O)C(c3ccccc3)C2)c1 (stereo not drawn) | 0.5 | -2.8% | 6.4% | 23.0 | 1.5% | 5.7% | -8.4% | -14.8% | 5.2
COCCNC(=O)CN(Cc1ccccc1)S(=O)(=O)c1ccc2nc(C)sc2c1 | -15.3 | -3.9% | 5.3% | -9.7 | 0.2% | -7.7% | 14.6% | -5.3% | -4.7
CCOC(=O)C1CCN(C(=O)Cc2ccc(OC)c(OC)c2)CC1 | 15.8 | -3.8% | 6.8% | 11.5 | -4.1% | -9.5% | 0.8% | -3.9% | -11.9
C=CCNC(=O)c1cc2c(=O)n3cccc(C)c3nc2s1 | 14.8 | 7.9% | 24.9% | -6.4 | -20.3% | 0.9% | ? | 3.8% | 11.0
COc1cccc(COCC(O)Cn2cnc3cc(C)c(C)cc32)c1 (stereo not drawn) | -1.5 | -1.3% | 10.9% | 14.6 | -11.1% | ? | -6.6% | -0.3% | 3.0
CCCCNC(=O)Cc1c(O)c2ccccc2[nH]c1=O | 11.2 | -6.1% | -12.4% | 8.4 | 3.1% | -4.8% | -3.0% | -1.4% | -2.1
O=C(NCC(=O)N1CCCC(C(F)(F)F)C1)c1ccc2ccccc2c1 (stereo not drawn) | -28.4 | -1.3% | 5.5% | -9.7 | 0.7% | -2.1% | -2.2% | 18.4µM* | -12.9
Cc1ccc(S(=O)(=O)NCC(C)NS(=O)(=O)c2ccc(C)cc2)cc1 (stereo not drawn) | 17.8 | 3.1% | 6.1% | -8.7 | -7.6% | -22.3% | -3.8% | -6.2% | 12.0
O=C(Cc1ccc([N+](=O)[O-])cc1)NCc1ccc2c(c1)OCO2 | -10.2 | 1.9% | 0.1% | 0.0 | 0.1% | -29.9% | 0.5% | -1.4% | -5.4
CCCc1cc(=O)n2[nH]cc(-c3ccc(Cl)cc3)c2n1 | 0.7 | 16.4µM* | -5.2% | 53.3 | ? | 7.31µM* | ? | 18.4µM* | -5.9
COc1ccc(N(CC(=O)NCc2cccs2)S(=O)(=O)c2c(C)n[nH]c2C)cc1 | -17.1 | 3.0% | 1.3% | 30.5 | -4.6% | -7.9% | -1.2% | 2.3% | -6.8
Cc1cccc(NC(=S)NCCN2CCOCC2)c1 | 6.7 | 16.3% | -1.7% | 21.2 | 24.1% | 4.2% | 12.6% | ? | 2.6
CC(=O)NC1CC2CCC(C1)N2Cc1ccc(C)cc1 (stereo not drawn) | -3.8 | -3.1% | -8.4% | 50.9 | 5.2% | 1.1% | 13.8% | 1.2% | -8.6
Cc1c(N=C2C=CC(=O)c3ccccc32)c(=O)n(-c2ccccc2)n1C | -55.1* | -3.7% | 0.1% | -115.2* | 20.6µM* | -21.6% | 18.4µM* | ? | -11.5
CC(NC(=O)c1ccccc1)C(=O)N/N=C/c1ccc(O)cc1 (stereo not drawn) | 11.8 | 13.0% | 0.9% | 0.0 | 11.6% | ? | 16.3% | 2.2% | 4.7
COc1ccc(NS(=O)(=O)c2cc(NC(=O)/C=C/c3cc(OC)c(OC)c(OC)c3)ccc2N2CCCCC2)cc1 | 4.2 | -2.6% | -2.5% | 5.1 | 3.1% | -0.1% | 3.0% | 2.3%&2.0% | -1.8
Cc1cc(C(N)=O)c2cc(Br)ccc2n1 | 1.7 | 6.5% | -9.7% | 8.6 | 5.4% | 17.3% | 2.9% | -5.2% | 11.4
COc1cc2nc(COc3ccccc3[N+](=O)[O-])oc(=O)c2cc1OC | ? | -0.1% | -0.4% | 34.2 | 5.5% | -0.9% | 17.3% | 0.4% | -6.7
CCC(O)(CC)C(=O)NN(C(=O)Nc1csc2c1CCCC2)c1ccccc1 | -12.2 | 1.0% | -0.5% | 25.3 | 0.4% | -1.9% | 4.2% | 3.1% | -2.2
O=C(Nc1ccccc1N1CCCC1)c1cccc(-c2cc3ccccc3oc2=O)c1 | 9.6 | -5.5% | -1.0% | -0.7 | -19.3% | 3.66µM* | -10.5% | ? | 21.8
COc1cc(Nc2nc3c(N)cc(C(F)(F)F)cc3nc2-c2ccccc2)cc(OC)c1OC | 16.7 | 22.1% | 0.9% | 6.8 | -5.3% | 1.2% | -21.7% | -2.6% | 7.0
O=C(Nc1nnc(-c2ccncc2)o1)c1ccccc1F | -28.1 | 1.8% | 4.8% | -2.0 | -3.4% | -9.1% | 3.9% | 2.3% | -21.9
CC1CC(C)CN(S(=O)(=O)c2ccc(NC(=O)CN3CCCCCC3)cc2)C1 (stereo not drawn) | -12.6 | -7.1% | 11.1% | -53.4* | -1.7% | ? | -1.4% | 3.3% | -20.3
COc1cccc(-n2nnnc2SCC(=O)N2CCCc3ccccc32)c1 | -1.6 | 0.1% | -0.3% | -15.2 | -9.0% | 0.0% | 4.7% | 11.6µM* | 4.3
Cc1ccc(CC2CC(=O)N(c3ccc(C)cc3)C2=O)cc1 (stereo not drawn) | 1.7 | -6.5% | 8.4% | 5.6 | 12.7% | 18.3% | 2.5% | -8.8% | 3.0
COc1ccc(CCNC(=O)C2CCN(S(=O)(=O)c3ccc(OC)c(OC)c3)CC2)cc1OC | -6.7 | -5.0% | -4.6% | -10.8 | -3.9% | -17.5% | -2.6% | -15.7% | 0.8
O=C(/C=C/c1cn(-c2ccccc2)nc1-c1cccnc1)N1CCCCC1 | 22.8 | 3.8% | 21.4% | -19.9 | 0.5% | ? | -0.9% | 0.9% | 3.1
Cn1nccc1NS(=O)(=O)c1ccc(F)cc1 | -7.5 | -7.9% | -0.9% | . | 15.3% | -4.1% | 14.2% | 10.8% | -7.3

Quoted from the entries so far, 2 compounds:
SMILES | D3 antag | KB-3-1 tox | GLP1R ag | IL-1B inflam inh | HT1080NT lethal | KB-V1 cytotox | HT1080 IDH1KD tx | SW480 rerep | D3 ag
O=C(/C=C/c1cn(-c2ccccc2)nc1-c1cccnc1)N1CCCCC1 | 22.8 | 3.8% | 21.4% | -19.9 | 0.5% | ? | -0.9% | 0.9% | 3.1
Cn1nccc1NS(=O)(=O)c1ccc(F)cc1 | -7.5 | -7.9% | -0.9% | . | 15.3% | -4.1% | 14.2% | 10.8% | -7.3

(listing goes on)
SMILES | D3 antag | KB-3-1 tox | GLP1R ag | IL-1B inflam inh | HT1080NT lethal | KB-V1 cytotox | HT1080 IDH1KD tx | SW480 rerep | D3 ag
COc1ccccc1NC(=O)CC1C(=O)Nc2c1c(=O)n(C)c(=O)n2C (stereo not drawn) | 0.0 | -3.0% | -6.0% | 3.0 | 8.3% | 27.2% | 10.3% | -3.2% | 2.1
COCN(C#N)c1nc(OC)nc(OC)n1 | -7.5 | 5.7% | -0.7% | 19.2 | -2.6% | 18.9% | -1.1%[9.24 µM] | 1.1% | -1.8
Cc1noc(NS(=O)(=O)c2ccc(NC(=O)c3cc(=O)c4ccccc4o3)cc2)c1C | 19.8 | 6.4% | -0.4% | 30.5 | 3.5% | 17.2% | 12.2% | 2.0% | -0.5
COCCCNC(=O)c1cn(CC(C)C)c(=O)c2c1c1ccccc1n2C | -5.9 | -4.2%&0.0% | -0.4% | -20.4 | 0.8% | 6.5%&0.0% | -3.2% | ? | -12.1&2.1
CC(C)(C)c1ccc(C(=O)N2CCC2(C)C(=O)NCc2ccc3c(c2)OCO3)cc1 (stereo not drawn) | 26.1 | 0.0% | 17.1% | 3.6 | -22.6% | -4.6% | ? | . | 6.7
O=c1nc(N2CCCCCC2)nc(N2CCCCCC2)[nH]1 | 9.0 | 0.9% | -0.2% | 2.0 | -0.3% | -2.6% | -5.6% | -13.4% | -0.1
Cc1cc(C)cc(C(=O)NC(CC(N)=O)c2ccc(N3CCN(c4ccccc4)CC3)c([N+](=O)[O-])c2)c1 (stereo not drawn) | 5.9 | -3.5% | -6.1% | -7.5 | 4.2% | -19.8% | -2.7% | -14.6% | 4.9
Cc1ccc(CNC(=O)CCCn2c(=O)c3ccccc3n(Cc3ccccc3Cl)c2=O)cc1 | . | -9.1% | -0.5% | . | . | 9.5% | . | . | -0.9
O=C(N1CCCCCC1)n1c(Cc2ccccc2)nc2ccccc21 | 18.5 | 0.0% | 5.8% | 4.7 | -16.8% | -22.7% | -16.7% | 2.9% | -1.8
COc1ccc(C(=O)OCC(=O)c2ccc(C3CCCCC3)cc2)cc1 | 13.6 | -10.2% | -9.7% | -23.4 | -6.2% | -9.9% | -8.5% | 0.5%[9.22 µM] | 1.0
Cc1ccc2cc(C(c3nnnn3C3CCCC3)N3CCN(c4ccccc4)CC3)c(=O)[nH]c2c1 (stereo not drawn) | ? | 14.5% | -4.3% | -15.3 | -5.9% | 5.2% | -9.9% | -0.2% | 0.1
Cc1csc(SC(C)C(=O)Nc2ccccc2C)n1 (stereo not drawn) | 13.3 | 5.1% | 3.8% | 0.0 | 4.6% | 12.1% | 1.7% | 9.0% | 2.3
Cc1nc2ccc(NC(=O)N3CCSCC3)cc2s1 | -10.9 | 9.1% | 7.8% | 17.6 | 0.2% | -9.7% | 1.7% | -2.7% | -0.1
Cc1cc(C)n(-c2nc(NCCCO)c3c4c(sc3n2)CCCC4)n1 | -12.7 | 0.0% | 14.7% | -18.4 | -6.4% | 0.0% | -3.6% | 15.6% | -4.1
CN1C(=S)SC(N(O)C=C2C=CC(=O)C=C2)C1(C)C (stereo not drawn) | 12.9 | 0.9% | -0.6% | 26.0 | 16.7% | 0.9% | 11.8% | -4.4% | -1.1

Screening results (PubChem)
